PDI turbidity – inhibitors of human PDI, primary screen, biochemical, turbidity, single point, plate reader. AID 588391, 2011. inhibition, % at 10 µM. actives 0.052% (n = 350,000). PDI insulin aggregation turbidity, A650, 90 min;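 active = mean inhibition across replicates of 30% or more, whatever share of single replicates reach that level; inconclusive = mean inhibition below 30% while every single replicate reaches 30%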;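 note: absorbance from insulin aggregation driven by PDI reduction with DTT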
H9c2 protect – cardioprotection against H2O2-induced cell death, primary screen, uHTS, H9c2 cells, ATPLite luminescence; protection from H2O2 cell death, % at 20 µM; AID 588492, 2011; actives 0.63% (n = 360,000); H9c2 cardiomyocytes, H2O2 injury protection, 2 h;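 active = compounds giving at least 50% protection of heart cells from peroxide-induced death in the single-dose screen, raw or plate-pattern-corrected value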;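 note: 0% = DMSO wells with peroxide and 100% = DMSO wells without peroxide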
aDG glyco up – activators of alpha-DG glycosylation, primary screen, uHTS, Pro5-aDG cells, AlphaScreen; AID 624168, 2012; activation, % at 10 µM; alpha-DG glycosylation AlphaScreen (IIH6); 0% Pro5, 100% B10-LARGE cell signal; actives 0.22% (n = 360,000);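 active = activation of at least 8% versus controls, or a plate z-score of at least 8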;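 note: Pro5 are CHO cells carrying HIG-tagged alpha-DG that lacks glycosylation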
Vif imaging – HIV Vif self-association inhibitors, primary screen, imaging, HEK293T, single point | HEK293T cells, Vif self-association by quenched fluorescence, 24 h | inhibition, % at 7.49 µM | actives 0.35% (n = 340,000); in the data active = inhibition above about 50%, passing the limit was not always enough; inconclusive = no clear call, values can overlap the other calls; inactive = below about 31%; note: some results filed as inactive read as strong as hits
iPSC survival up – enhancers of single-cell hiPSC survival, primary screen, ATPlite luminescence | 100% = ROCK inhibitor wells, 0% = DMSO | survival enhancement, % at 20 µM | actives 0.044% (n = 360,000) | AID 602274, 2012; in the data active = survival enhancement above about 18%;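 note: cells exposed to compounds for 16 hours before the ATP read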
CaV13 FRET inh – Primary screen for inhibitors of IQ motif and Ca2+-dependent inactivation inhibitor domain binding in CACNA1D, Förster resonance energy transfer in living cells, …; HEK cells, CFP/YFP FRET ICDI-IQ, plate reader, 10 min; percent FRET-ratio fall versus neutral wells; actives 0.098% (n = 340,000); AID 743397; inhibition, % at 12.3 µM;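 active = mean replicate inhibition of at least 30% and at least 1% of replicates passing that level; inconclusive = only one of the two criteria is met; inactive = neither criterion is met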;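 note: 0% = median of the neutral control wells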
N-glyco inh – increase of ERlucT glycosylation luciferase signal, primary screen, N-linked glycosylation inhibitor project, D54 ERlucT cells, luminescence, set 2. D54 ERlucT glycosylation luciferase reporter, 24 h; percent of 100 nM tunicamycin response. reporter increase, % at 12.5 µM. actives 0.23% (n = 360,000);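 active = mean luciferase reporter signal, scaled so untreated is 0 and the glycosylation-blocking control 100, at or above a set limit in every replicate; inconclusive = mean reaches the limit but not every replicate does; inactive = mean below the limit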;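 note: luciferase carries N-glycosylation sites so blocking glycosylation raises the light; 0% = median of neutral control wells and 100% = median of 100 nM tunicamycin wells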
HTR2A ag – mouse Htr2a agonists via beta-arrestin recruitment, primary screen, cell-based, luminescence; activation, % at 7.6 µM; 5-hydroxytryptamine receptor 2A (Mus musculus), P35363; actives 0.66% (n = 360,000); CHO-K1 mHTR2A beta-arrestin complementation; percent of 30 µM serotonin response;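 active = activation above a run cutoff, the mean activation of all tested compounds plus 3 SD, cut at about 14% in these data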;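 note: 0% = plate median of compound wells and 100% = 30 µM serotonin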
ABCB6 inh MLPCN – ABCB6 transporter inhibitors, primary screen, K562-ABCB6 cells, flow cytometry, MLPCN library; ATP-binding cassette sub-family B member 6 (Homo sapiens), Q9NP58; K562-ABCB6 porphyrin accumulation, 1 h; stronger effect = lower value; fluorescence ratio to DMSO, % at 10 µM; actives 0.19% (n = 360,000); AID 602162, 2011;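 active = fluorescence ratio to DMSO below 75%, the collection mean minus 3 SD; inconclusive = too few cells collected in the well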;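 note: signal is porphyrin accumulated inside mitochondria; 100% equals median channel fluorescence of DMSO control wells; lower ratio means ABCB6 inhibition with less porphyrin fluorescence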
Exocytosis inh – LAMP-1 surface exposure blockers, TALL-104 cells – cell-based, flow cytometry, MLPCN library, primary screen; TALL-104 LAMP-1 surface exposure; cells stimulated with thapsigargin and PMA; inhibition, % at 10 µM; actives 0.66% (n = 360,000); AID 651702, 2012;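 active = inhibition above about 55%, limit read from the data; inconclusive = no clear call, values can overlap the other calls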
The depositor's hits bear a star; u = inconclusive; x = not tested or not shown.

Every second line gives: PDI turbidity	H9c2 protect	aDG glyco up	Vif imaging	iPSC survival up	CaV13 FRET inh	N-glyco inh	HTR2A ag	ABCB6 inh MLPCN	Exocytosis inh
CCOC(=O)C1CCCN(C(=O)c2c(-c3ccccc3Cl)noc2C)C1 (stereo not given)
  2	0	0.0	5	0.3	-5	0	1	98	-1
COc1ccccc1-c1ccc(SCC(=O)NC2CCCCC2)nn1
  7	1	0.0	-4	-0.5	-3	0	-3	93	15
Cc1ccc(CSCC(=O)Nc2cc(S(=O)(=O)N3CCOCC3)ccc2OC(C)C)cc1
  -5	0	0.2	-13	-0.3	-15	-3	3	99	8
CC1=C(C(=O)N(C(C)C)C(C)C)CC(CC(=O)NCCCCc2ccccc2)C(=O)N1Cc1ccccc1 (stereo not given)
  3	-9	0.0	x	-0.7	-5	-3	-2	99	4
Cc1cccc(C)c1NC(=O)NCc1ccco1
  3	3	-0.1	-6	0.6	-5	-1	7	97	20
C[C@@H]1CN([C@@H](C)CO)C(=O)CCCn2nncc2CO[C@H]1CN(C)C(=O)Nc1ccc(F)cc1
  -5	9	-0.1	-4	-0.6	-7	0	5	95	-1
CCNC(=S)NNC(=O)c1cc(C)on1
  4	-2	0.5	2	-1.3	-11	1	6	100	6
COC(=O)C1CCC(=S)N1C(=O)c1ccccc1 (stereo not given)
  -7	12	0.1	1	-0.4	-1	4	2	93	4
O=C(c1ccc(S(=O)(=O)N2CCCCC2)cc1)N1CCN(CCN2C(=O)c3cccc4cccc(c34)C2=O)CC1
  4	46	-0.6	-4	-2.2	2	-5	1	89	2
Cn1cc(-c2ccccc2C(N)=O)c(=O)c2ccccc21
  -3	2	-0.3	15	0.6	0	0	-1	102	6
O=C(CN1C(=O)C2CCCCC2C1=O)Nc1ccc(OC(F)F)c(Cl)c1 (stereo not given)
  -16	-2	-0.1	-2	-1.6	-5	2	5	102	9
Cn1c(=O)c2c(nc(SCc3ccccc3)n2Cc2ccc(Cl)cc2)n(C)c1=O
  -2	2	0.5	16	9.1	-5	-4	4	102	21
Cc1ccc(CNC(=O)c2cccc(-n3cnnn3)c2)cc1
  -2	2	0.0	37	-0.7	-3	2	5	99	-4
COC(=O)C(C)NC(=O)c1ccc(C(C)(C)C)cc1 (stereo not given)
  0	-6	-0.1	4	-1.8	-5	0	0	99	-3
COc1ccc(Cc2nc3ccc(C(=O)N(C)Cc4nccs4)cc3o2)cc1OC
  2	-12	0.8	-7	0.6	-4	0	2	96	7
CCCn1c(SCC(N)=O)nnc1-c1ccco1
  -4	2	0.1	3	4.1	-5	1	2	89	4
CCN(CC)C(=O)CSc1nnc(-c2ccccc2)o1
  4	-6	-0.1	18	-0.1	-5	-5	0	98	-5
COc1ccc(Nc2nc(NCc3ccco3)nc(N)c2[N+](=O)[O-])cc1
  1	-4	-0.1	0	0.9	-4	-2	5	97	-5
CCOC(=O)C1=C(COC(=O)CCOc2ccc(OC)cc2)NC(=O)NC1C (stereo not given)
  3	3	-0.3	-2	0.0	-5	-1	3	100	-3
COc1ccc(/C=C/C(=O)NC(=S)Nc2ccc(N3CCN(C(C)=O)CC3)cc2)cc1
  3	-1	-0.1	10	0.3	-17	-1	1	95	4
COc1ccc(CN2C(=NC(=O)C3CCCCC3)SC3CS(=O)(=O)CC32)cc1 (stereo not given)
  -12	-9	-0.2	-6	-0.6	-5	-1	5	90	-4
CCOC(=O)C1CCCc2c1[nH]c1ccc(Cl)cc21 (stereo not given)
  -6	-12	0.9	11	-0.5	-4	0	-2	103	-3
OC1(Cc2ccccc2)CCNCC1
  -2	-11	-0.1	36	1.8	-5	-2	-5	101	7
CCOC(=O)C1(CC)NC(c2ccco2)C2C(=O)N(CC)C(=O)C21 (stereo not given)
  11	-3	0.0	7	-1.9	-4	2	-1	95	2
CCOc1ccccc1Nc1nnc(SCc2nnc(-c3cc(OC)c(OC)c(OC)c3)o2)s1
  -5	68*	-0.5	-1	0.6	-3	2	-1	94	5
COc1ccc(NC(=O)Nc2ccc(F)cc2)cn1
  2	-10	0.1	-10	0.0	-5	1	-7	89	-11
O=c1cccc2c1c1cc[nH]c3ccc(=O)n2c31
  x	18	0.2	-11	2.6	x	-10	-1	103	-2
CCOC(=O)N1CCN(c2nc(-c3ccco3)cc(C(F)(F)F)n2)CC1
  -2	0	0.1	-16	2.5	-4	-4	1	97	0
CCCC(=O)C1C(=O)CC(CC(C)SCC)CC1=O (stereo not given)
  20	5	-0.2	8	1.2	-8	3	1	100	3
O=C(c1[nH]c(C(F)(F)F)nc1-c1ccccc1)N1CCN(c2ccc(C(F)(F)F)cn2)CC1
  x	-3	-0.4	-2	-4.1	-3	-2	12	96	-2
O=C(c1cc(COc2cccc(C(F)(F)F)c2)on1)N1CCC(c2ccccc2)CC1
  3	-4	0.0	0	0.3	-2	-1	-3	94	0
O=C(NCc1ccccn1)c1cc2cc(Br)ccc2oc1=O
  -10	2	0.1	u	-1.6	-8	1	4	107	-4
COc1cccc(CN2CC(C(=O)N(C)C3CCOCC3)CCC2=O)c1 (stereo not given)
  4	-2	-0.2	16	0.0	-1	2	-2	97	7
O=C(Nc1ccccc1)c1cc2ccc3ccccc3c2s1
  3	-5	0.2	-9	-0.3	-5	-7	-4	101	43
Cc1ccc(C)c(C(=O)OCC(=O)N(C)c2ccccc2)c1
  4	5	0.0	-5	-0.4	-4	1	1	88	15
O=C(CCN1C(=O)c2ccccc2C1=O)Nc1nc2ccccc2s1
  -9	-1	-0.3	-2	1.0	-6	1	-3	105	-2
COc1ccc(C(=O)N2CCCCC2c2cc(C(=O)NCc3ccc(Cl)c(Cl)c3)no2)cc1 (stereo not given)
  0	-15	0.0	-9	0.3	-9	0	-8	96	0
Cc1ccc(Cl)cc1NC(=O)CN1C(=O)NC2(CCCCCC2)C1=O
  1	3	0.1	-4	-0.3	-5	3	-2	100	1
CCN(CCn1cccn1)C(=O)CC1C(=O)NCCN1CCc1ccccc1 (stereo not given)
  -6	2	0.0	x	-0.5	-7	0	4	98	-11
Cc1ccc(-c2noc(CCC(=O)NCCN3CCN(Cc4ccccc4)CC3)n2)cc1
  -3	-15	1.3	4	-1.3	-5	-4	-6	90	1
O=C1CC(NNc2nc3ccccc3s2)C(=O)N1c1ccc(F)cc1 (stereo not given)
  8	3	0.0	-8	-0.6	-14	0	-5	87	52
Cc1ccc(NC(=O)n2ncc3c(C)cccc32)cc1F
  6	-6	0.0	8	0.3	-4	-3	-4	98	-4
CN1C(=O)[C@H]2[C@@H](/C=C/c3ccccc3)N3C(=O)CN(Cc4ccc(-c5ccccc5)cc4)C(=O)[C@@]3(Cc3ccccc3)[C@H]2C1=O
  12	-3	0.2	14	0.2	-9	1	-2	100	-2
C/C(=N\NC(=O)c1ccc(C)cc1C)c1ccc2c(c1)OCO2
  -8	1	0.2	-11	-1.2	-19	3	-3	100	-1
COc1cc(NC(=O)c2ccc(COCC(F)(F)F)cc2)cc(OC)c1OC
  -1	0	0.4	6	1.9	x	2	0	97	-3
O=C(Cc1ccccc1)NNC1CC(=O)N(c2ccccc2)C1=O (stereo not given)
  -5	4	-0.1	2	-0.5	-3	3	2	99	-2
NC(=O)c1nsc(C(=O)N(CC(=O)NCc2ccccc2)c2cccc(F)c2)c1N
  -13	-7	0.0	9	1.5	-3	1	5	100	4
CSc1ncccc1C(=O)Nc1cc(C)ccn1
  0	5	-0.3	-1	-0.3	-10	0	-4	92	2
CC(=O)c1cccc(NC(=O)CSc2nc(=O)n(CCN3CCOCC3)c3c2CCCC3)c1
  -1	14	-0.3	0	0.0	-6	2	2	94	-2
O=S(=O)(c1ccc(-n2cnnn2)cc1)N1CCN(c2ccccc2F)CC1
  9	-4	-0.1	-7	0.9	-14	1	3	103	-6
CCCCN(Cc1ccccc1)S(=O)(=O)c1c(N)n(C)c(=O)n(C)c1=O
  8	-1	-0.2	-2	-0.2	-6	0	-1	102	0
COc1ccccc1NC(=O)NCCCl
  -2	1	0.4	8	-0.3	-5	0	4	95	-2
CCn1c(CNC(=O)Cc2ccc(OC)cc2)nnc1SCC(=O)Nc1ccc(C(=O)O)cc1
  -15	-5	-0.2	-2	-0.4	-5	0	3	99	1
CN(C)N1C(N)=C(C#N)C(c2ccc3c(c2)OCO3)C2=C1CCCC2=O (stereo not given)
  2	-2	0.1	-11	-0.6	-3	2	4	94	7
CC(C)(C)CC(=O)Nc1ccccc1N1CCN(c2ccc(F)cc2)CC1
  9	-5	0.0	-4	1.4	-2	-4	0	94	20
Cn1nc(C(=O)N2CCc3ccccc32)c2ccccc2c1=O
  10	0	-0.2	x	-1.4	-3	3	3	102	4
CCOC(=O)C1=C(COC(=O)c2ccc(Cl)c(S(=O)(=O)N3CCOCC3)c2)NC(=O)NC1C (stereo not given)
  2	2	-0.1	-12	-0.4	-15	2	-1	101	2
COc1ccccc1Cn1c(C)nnc1-c1cnn(C)c1N
  -6	5	-0.2	-3	0.4	-2	6	2	99	0
CCc1ccc(CCC(=O)Nc2nnc(CC)s2)o1
  13	3	0.0	-8	0.7	-5	4	6	86	0
CN1C(=S)SC2CS(=O)(=O)CC21 (stereo not given)
  1	-1	0.3	9	-0.5	-21	4	2	99	-7

Continued:
Every second line gives: PDI turbidity	H9c2 protect	aDG glyco up	Vif imaging	iPSC survival up	CaV13 FRET inh	N-glyco inh	HTR2A ag	ABCB6 inh MLPCN	Exocytosis inh
O=c1ccc2ccc(OCc3ccccc3)cc2o1
  1	-3	-0.1	-10	0.2	-1	-4	-3	97	-8
COc1ccc(C(=O)COC(=O)CN2C(=O)NC(C)(C)C2=O)cc1OC
  -2	-4	0.0	-2	0.4	-5	2	2	96	2
COc1cccc2c1OC1(C)CC2/C(=C(\C)O)C(=O)N1 (stereo not given)
  2	-1	0.0	15	1.8	-5	3	-2	99	0
O=C(O)c1ccc(-n2[nH]c3c(c2=O)CCCC3)cc1
  1	0	0.1	17	-2.5	-2	1	-1	96	6
C#CCOCCOCCOCCNc1nc(N2CCN(C(=O)C([C@@H](C)O)n3cc([C@@H](N)CCCCN)nn3)CC2)nc(N2CCN(C(=O)[C@H](CCCCN)n3cc(CN)nn3)CC2)n1 (stereo not given in full)
  5	-2	-0.4	1	-1.1	x	2	-2	99	6
